Screening data: PubChem BioAssay, Broad Institute
CFTR F508del cor: CFTR F508del correction in bronchial cells. activity (quench increase), % at 7.58 µM. AID 720511. CFBE cells, YFP halide quenching; stimulated with forskolin plus potentiator P3; % fluorescence drop versus neutral controls. hit rate 0.36% among 350,000;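 active = mean added fluorescence quench of at least 8% versus neutral control, with both replicates also reaching 8%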;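 note: cells transiently co-express mutant CFTR-F508del with the halide-sensitive YFP; corrector assay measuring rescue of mutant channel to the surface after 24 h compound exposure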
FN deposition inh: fibronectin deposition inhibition; AH1F fibroblasts, Alexa488-fibronectin deposition fluorescence, overnight; inhibition, % at 12.6 µM; hit rate 0.086% among 350,000; AID 743247;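 active = mean inhibition across replicates of 30% or more, regardless of how many single replicates reach that level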;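 note: positive control wells lacked labelled fibronectin entirely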
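Material – AH1F fibroblast monolayer, labelled fibronectin deposition · Reagent – labelled fibronectin 24 nM · Timing – 1 h adhesion, overnight exposure · Measured by – fluorescence at 485 nm excitation, 525 nm emission · Read-out – inhibition of fibronectin deposition signal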
PglD inh: PglD (C. jejuni) enzyme inhibition; purified PglD enzyme, DTNB colorimetric CoA detection; inhibition, % at 12.5 µM; hit rate 0.098% among 360,000; AID 602405; in the data active = inhibition above about 16%, passing the limit was not always enough; note: strong numbers were not always called active
miR122 inh: inhibitors of miR-122 in Huh7 cells; Huh7 miR-122 Renilla luciferase sensor, 48 h; neutral wells = 0, positive control = 100; activation (reporter increase), % at 12.5 µM; hit rate 0.3% among 340,000; AID 602342;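 active = mean replicate activation score at least 90 and every replicate individually at or above 90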;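 note: higher luciferase means less miR-122 activity so hits act as miR-122 inhibitors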
PGC1a acetyl inh: modulators of PGC1a acetylation. hit rate 0.17% among 350,000. U2OS PGC1a acetylation, AlphaScreen anti-acetyl-lysine; with virally co-expressed GCN5 acetyltransferase. inhibition, % at 15.6 µM;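 active = every replicate shows inhibition of at least 40%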;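 note: 0% = neutral control wells and 100% = positive control wells; some results beyond the cut were filed as inactive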
Statin myotox sup: protects C2C12 myotubes from simvastatin toxicity; ATP luminescence, 48 h; scaled: DMSO 0, geranylgeraniol control 100; rescue of ATP level, % at 7.49 µM; hit rate 0.78% among 330,000;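 active = mean ATP rescue above about 67%, or every replicate alone reaching that limit, limit read from the data, passing the limit was not always enough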;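 note: myotubes were challenged with 10 µM simvastatin during compound exposure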
Cneo AK release: causes C. neoformans cell lysis; adenylate kinase release luminescence, 4 h; normalised: neutral wells 0, clomiphene wells 100; lysis activity, % at 15 µM; hit rate 0.2% among 360,000;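 active = mean lysis activity across replicates of at least 80%, whatever share of replicates individually reach that level; inactive = mean lysis activity below 80%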
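Signal: Adenylate kinase release luminescence | Assay system: Log-phase Cryptococcus neoformans yeast cells | Input: Cells at 5 × 10^6 per mL | Buffer or medium: Fresh YPD growth medium | Compound: Single dose | Schedule: Static 4 h at 37 °C with compound, 1 h detection | Controls: Clomiphene | Read-out: Luminescence rise reflecting yeast cell lysis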
INS-1E GSIS act: GLuc luminescence reporter in INS-1E cells, primary screen for activators of glucose-dependent secretion of insulin. INS-1E GLuc reporter insulin secretion, 2-3 h. activation, % at 16.6 µM. hit rate 0.61% among 370,000;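 active = lowest replicate activation of at least 40%, so every replicate reaches that level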;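 note: 0% = median of neutral control wells and 100% = median of IBMX positive control wells; some compounds called inactive have numbers as strong as hits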
* marks the source's active call; other numbers are inactive results; nt = no result given; [ ] = dose if it differs, or a comment.

1) CN(C(=O)CN1C(=O)c2cc(Cl)c(Cl)cc2C1=O)C1CCS(=O)(=O)C1 (stereo not drawn)
2) COc1ccc(NC(=O)/C=C/c2cc(Br)ccc2OC)cc1
3) COC(=O)C(NC(=O)C(C)Oc1ccccc1)C(C)C (stereo not drawn)
4) C[C@H](CO)N1C[C@H](C)[C@H](CN(C)C(=O)NC2CCCCC2)OCc2ccccc2-c2ccccc2C1=O
5) CNC(=O)C[C@@H]1CC[C@H]2[C@@H](COC[C@@H](O)CN2Cc2ccc(C(F)(F)F)cc2)O1
6) CCN1C[C@@H]2[C@@H]3C(=O)N(C)C(=O)[C@@H]3[C@](Cc3ccccc3)(C1=O)N2C(=O)c1ccc(F)cc1
7) COc1ccc(Cl)cc1NC(=O)c1sc2nc(C)nc(N3CCOCC3)c2c1C
8) CCS(=O)(=O)N[C@H]1C=C[C@@H](CC(=O)NCc2ccc(F)cc2)O[C@H]1CO
9) Cc1cccc(C)c1-n1nnnc1C(CCc1ccccc1)N1CCN(C/C=C/c2ccccc2)CC1 (stereo not drawn)
10) CN1CCN(C(=S)Nc2ccc(Cl)c(Cl)c2)CC1

Assay by compound,1,2,3,4,5,6,7,8,9,10
CFTR F508del cor,1.6,nt,-3.9,0.3,0.1,-4.6,-0.6,3.0,-0.3,0.3
FN deposition inh,0,nt,nt,0,3,-4,0,nt,nt,9
PglD inh,nt,0,-4,-3,1,-5,3,-1,0,-2
miR122 inh,nt,13,-22,nt,3[16.7 µM],nt,-3,-5[16.7 µM],6,27
PGC1a acetyl inh,nt,-32,0,-3,3,nt,4,13,-5,-1
Statin myotox sup,1,-23,27,-5,11,14,-15,7,-4,nt
Cneo AK release,nt,-1,0,3,-5,-4,1,21,-6,5
INS-1E GSIS act,3,nt,0,5,1,9,19,nt,-33,-15

11) CN(CC1CCCO1)S(=O)(=O)c1ccc(C(=O)Nc2ccc(S(N)(=O)=O)cc2)cc1 (stereo not drawn)
12) COCC(=O)Nc1ccc2c(c1)OC[C@H](C)N(CCC(F)(F)F)C[C@H](C)[C@H](OC)CN(C)C2=O
13) CCOC(=O)c1[nH]c2ccc(OC)cc2c1NC(=O)c1cccc(OC)c1
14) Cc1noc(C)c1S(=O)(=O)Nc1ccc2c(c1)C(=O)N([C@@H](C)CO)C[C@H](C)[C@@H](CN(C)S(=O)(=O)c1ccc(Cl)cc1)OCCCC[C@H](C)O2
15) COc1cccc(NC(=O)CCc2nnc3ccc(N4CCC(C)CC4)nn23)c1
16) COc1ccc(OC)c(NC=C2C(=O)OC(C)(C)OC2=O)c1
17) CCOC(=O)N1CCC(NC(=O)c2ccccc2C(=O)O)CC1
18) O=C(COC(=O)/C=C/c1ccc([N+](=O)[O-])cc1)NCC1CCCCC1
19) O=C(Nc1nnc(C23CC4CC(CC(C4)C2)C3)s1)c1ccc(N2C(=O)CCC2=O)cc1
20) CS(=O)(=O)N(CC(=O)Nc1ccc(CC#N)cc1)c1ccc(C23CC4CC(CC(C4)C2)C3)cc1

Assay by compound,11,12,13,14,15,16,17,18,19,20
CFTR F508del cor,3.6,-0.9,nt,0.9,1.8,nt,-2.9,0.9,-3.6,2.5
FN deposition inh,nt,nt,10,0,-3,nt,-1,-10,9,nt
PglD inh,-1,0,-4,0,0,0,-10,-6,-1,-3
miR122 inh,4,nt,0,-12[16.7 µM],2,nt,nt,nt,-2,-2
PGC1a acetyl inh,9,-6,1,nt,0,nt,3,nt,2,-32
Statin myotox sup,0,-1,nt,-154,-9,16,-6,-2,-8,26
Cneo AK release,-1,-6,4,-1,1,-7,3,1,3,9
INS-1E GSIS act,17,1,nt,-9,3,12,nt,3,-10,-10

21) CCc1ccc(-c2cc(C)no2)cc1S(=O)(=O)N1CCN(c2ccc(F)cc2)CC1
22) O=C1NC(Cc2ccc(O)cc2)c2nc3ccc(F)cc3c(=O)n2-c2cc3ccccc3cc21 (stereo not drawn)
23) C[C@@H]1CN([C@H](C)CO)C(=O)c2cc(NC(=O)C3CCCCC3)ccc2O[C@H]1CN(C)C(=O)Nc1ccccc1
24) COc1ccc(CNCCS(=O)(=O)NCc2ccc(OC)cc2)cc1
25) Cc1noc(C)c1C(=O)Nc1nccs1
26) CC(Sc1nnc(C2CC2)n1C1CC1)C(=O)c1ccc(F)cc1 (stereo not drawn)
27) O=C(COC(=O)c1cc([N+](=O)[O-])ccc1NCCO)c1ccccc1
28) C[C@@H]1CN([C@@H](C)CO)C(=O)Cc2cc(NS(=O)(=O)c3ccccc3)ccc2O[C@@H]1CN(C)S(=O)(=O)c1ccccc1
29) COc1ccc(OCCNS(=O)(=O)Cc2ccccc2)cc1
30) O=C(CCCc1nc(-c2ccccc2)no1)NCc1cccnc1

Assay by compound,21,22,23,24,25,26,27,28,29,30
CFTR F508del cor,3.7,0.1,0.7,3.1,0.8,2.2,-3.3,-2.6,nt,nt
FN deposition inh,-4,12,nt,7,nt,-14,-9,nt,3,1
PglD inh,nt,-9,7,-2,-6,-2,0,0,3,3
miR122 inh,1,7,9[16.7 µM],-4,1,nt,-1,7[16.7 µM],-4,1
PGC1a acetyl inh,-12,nt,-1,-9,0,nt,-1,-12,1,nt
Statin myotox sup,-8,-8,2,34,nt,-1,nt,1,-1,-1
Cneo AK release,nt,-2,1,0,-1,1,1,-1,2,0
INS-1E GSIS act,-14,-1,14,-4,18,44,8,-11,-30,nt

31) Cc1ccc2nc(CSc3nc(C)nc4c3oc3ccccc34)[nH]c2c1
32) C[C@@H]1CN([C@H](C)CO)C(=O)c2cccc(NC(=O)Nc3ccc(F)cc3)c2O[C@H]1CN(C)Cc1ccc(C(=O)O)cc1
33) CCOC(=O)c1c(NC(=O)COC)sc2c1CCCC2
34) COc1cc(S(=O)(=O)Nc2ccc3cn[nH]c3c2)ccc1Cl
35) CCN(CC(=O)Nc1c(F)cccc1F)C(=O)c1cccc(-n2cccc2)c1
36) CC(C)c1cn(CC[C@H]2CC[C@@H](NC(=O)c3cccc(F)c3)[C@@H](CO)O2)nn1
37) CCCSc1nnc(-c2ccccc2N)c(=O)[nH]1
38) CCc1nc2ccc(C(=O)N3CCN(C(=O)c4ccco4)CC3)cn2c1N(C)Cc1nccn1C
39) C=CCSc1nnc(NC(=O)c2ccc(S(=O)(=O)NCC3CCCO3)cc2)s1 (stereo not drawn)
40) CCOC(=O)N1CCC(NS(=O)(=O)c2ccc(C#N)cc2)CC1

Assay by compound,31,32,33,34,35,36,37,38,39,40
CFTR F508del cor,1.2,-2.4,nt,-1.5,-4.4,0.4,nt,3.8,nt,1.4
FN deposition inh,9,2,7,11,-2,-9,-4,4,nt,-3
PglD inh,0,2,4,nt,3,-3,-3,-2,-8,-4
miR122 inh,5,3[16.7 µM],-5,39,-6,10[16.7 µM],-1,3,8,-1
PGC1a acetyl inh,0,-6,-2,0,2,2,2,3,10,5
Statin myotox sup,19,-1,3,-4,-1,6,21,-2,-2,nt
Cneo AK release,1,43,-1,nt,-1,0,-1,0,0,0
INS-1E GSIS act,3,1,nt,8,-5,-12,nt,8,nt,-4

In another format: results already given.
item	structure	CFTR F508del cor	FN deposition inh	PglD inh	miR122 inh	PGC1a acetyl inh	Statin myotox sup	Cneo AK release	INS-1E GSIS act
33	CCOC(=O)c1c(NC(=O)COC)sc2c1CCCC2	nt	7	4	-5	-2	3	-1	nt
32	C[C@@H]1CN([C@H](C)CO)C(=O)c2cccc(NC(=O)Nc3ccc(F)cc3)c2O[C@H]1CN(C)Cc1ccc(C(=O)O)cc1	-2.4	2	2	3[16.7 µM]	-6	-1	43	1

Carrying on:
41) C[C@H]1CN([C@@H](C)CO)C(=O)c2cccc(NC(=O)c3ccc(-c4nccs4)cc3)c2O[C@H]1CN(C)S(=O)(=O)c1ccc(Cl)cc1
42) Cc1c(NC(=O)C2CCN(S(=O)(=O)c3cccs3)CC2)c(=O)n(-c2ccccc2)n1C
43) Cc1noc(C)c1NC(=O)N(C)C[C@H]1Oc2ccc(NC(=O)NC3CCCCC3)cc2CC(=O)N([C@H](C)CO)C[C@@H]1C
44) Cc1cnc2c(N)cc(C)c(C)c2c1
45) COC(=O)/C=C1/S/C(=N/NC(=O)c2ccccc2OC)NC1=O
46) O=C1CC(c2ccc(Cl)cc2)Oc2ccc(Cl)cc21 (stereo not drawn)
47) CC(C)NC(=O)N(C)C[C@@H]1Oc2ccc(NS(=O)(=O)c3cccs3)cc2C(=O)N([C@@H](C)CO)C[C@@H]1C
48) CC(C)Cn1c(N)c(C(=O)COC(=O)C2Cc3ccccc3CN2S(C)(=O)=O)c(=O)n(C)c1=O (stereo not drawn)
49) CCOC(=O)c1cnc2ccccc2c1Nc1cc(C(=O)O)ccc1C
50) CCOc1ccc(NC(=O)CN(c2cc(C)cc(C)c2)S(=O)(=O)c2c(C)noc2C)cc1

Assay by compound,41,42,43,44,45,46,47,48,49,50
CFTR F508del cor,-0.4,1.7,-3.4,-0.1,1.9,0.2,0.4,-0.2,3.5,-0.2
FN deposition inh,4,-4,nt,nt,0,5,nt,-8,-5,-1
PglD inh,1,7,7,nt,-1,2,nt,-1,nt,-5
miR122 inh,-4[16.7 µM],-11,-6[16.7 µM],2,nt,0,0[16.7 µM],-3,1,4
PGC1a acetyl inh,8,-8,2,5,nt,1,-5,7,21,-13
Statin myotox sup,-54,-12,-3,-5,-4,5,nt,-10,-1,2
Cneo AK release,1,30,-2,7,2,-2,nt,0,nt,2
INS-1E GSIS act,-9,1,3,nt,-4,37,4,-20,12,-23

Overlap with the part before: 2 compounds, then new ones.
49) CCOC(=O)c1cnc2ccccc2c1Nc1cc(C(=O)O)ccc1C
50) CCOc1ccc(NC(=O)CN(c2cc(C)cc(C)c2)S(=O)(=O)c2c(C)noc2C)cc1
51) COc1cccc(OC)c1C(=O)N1CCN(c2c(Cc3ccccc3)c(C)nc3ncnn23)CC1
52) O=C1C=CC(=Nc2ccc3c(c2)Cc2cc(F)ccc2-3)O1
53) COc1cccc(-c2nc(CS(=O)(=O)CC(=O)N3CCCCC3)c(C)o2)c1
54) CCC(=O)N1[C@H](C(=O)NCCCN(C)C)[C@@H](CO)[C@@H]2Cn3c(ccc(-c4ccccc4OC)c3=O)[C@@H]21
55) Cc1cc(C)c(S(=O)(=O)N2CCCC2)c(C)c1
56) CO[C@H]1CN(C)C(=O)c2cc(NC(=O)Nc3cccc(F)c3)ccc2OC[C@@H](C)N(C(C)=O)C[C@H]1C
57) Cc1ccc(NS(=O)(=O)c2cccc(C(=O)NC3CCN(Cc4ccccc4)CC3)c2)c(C)c1
58) CCCCCCCCOC(=O)C(NC(=O)CCC(=O)Nc1ccc(S(N)(=O)=O)cc1)C(O)c1ccccc1 (stereo not drawn)

Assay by compound,49,50,51,52,53,54,55,56,57,58
CFTR F508del cor,3.5,-0.2,-0.9,5.7,-2.2,nt,-4.2,-0.1,0.6,nt
FN deposition inh,-5,-1,nt,12,-12,-4,-3,11,7,nt
PglD inh,nt,-5,-2,nt,-2,14,-2,-5,4,9
miR122 inh,1,4,-3,-10,1,nt,nt,11[16.7 µM],-4,-4
PGC1a acetyl inh,21,-13,3,3,-3,nt,nt,2,-6,0
Statin myotox sup,-1,2,-25,-1,7,16,5,-15,-6,-1
Cneo AK release,nt,2,0,nt,-3,2,-5,-1,0,0
INS-1E GSIS act,12,-23,-14,nt,12,16,-1,7,-17,nt
